UBC9 SUMO inh = blocks human SUMOylation mediated by UBC9 | P63279 | HTRF SUMOylation assay, SAE1/SAE2 + UBC9, in vitro | inhibition, % at 35 µM | hit rate 0.36% among 290,000; in the data active means inhibition above about 50%, passing the limit was not always enough; further: strong numbers were not always called active
Target sequence (P63279 whole entry, looked up): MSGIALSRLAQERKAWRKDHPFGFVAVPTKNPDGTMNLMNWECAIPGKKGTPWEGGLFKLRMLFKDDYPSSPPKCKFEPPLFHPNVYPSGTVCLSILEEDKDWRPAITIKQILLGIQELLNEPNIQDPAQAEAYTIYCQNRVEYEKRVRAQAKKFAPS
VIM-2 inh = inhibitors of Pseudomonas aeruginosa VIM-2 metallo-beta-lactamase; hit rate 0.89% among 290,000; inhibition, % at 5.6 µM; AID 1527; purified VIM-2, nitrocefin hydrolysis, epi-absorbance fluorescence;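 active means inhibition above the mean of all tested compounds plus 3 SD, cutoff set per screening run, cut at about 7.5% in these data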;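 further: red hydrolysis product quenches plate fluorescence so inhibitors raise well fluorescence; 0% = enzyme with DMSO and 100% = DMSO without enzyme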
IMP-1 inh = blocks Pseudomonas aeruginosa IMP-1 metallo-beta-lactamase; inhibition, % at 5.6 µM; hit rate 0.45% among 290,000; purified IMP-1, nitrocefin hydrolysis, epi-absorbance fluorescence; AID 1556;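 active means inhibition above the mean plus 3 SD of all compounds in the same screening run, cut at about 4.5% in these data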;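 further: 0% = IMP-1 with DMSO and 100% = DMSO wells lacking enzyme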
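System: purified IMP-1 / Input: IMP-1 dispensed at 0.2 nM / Medium: 50 mM HEPES pH 7.1, 50 µM ZnSO4, 0.05% Brij 35 / Timing: 15 min enzyme–compound preincubation, then 25 min nitrocefin reaction, 25 °C / Technique: plate fluorescence quenching by hydrolysis product, ex 480/em 530 nm / Repeats: singlicate testing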
HCV NS3 hel inh = blocks Hepatitis C virus NS3 helicase unwinding; NS3 helicase DNA unwinding, Cy5 molecular beacon fluorescence; inhibition, % at 10.9 µM; hit rate 0.56% among 290,000; AID 1800;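 active means inhibition above the mean of all tested compounds plus 3 SD, set per campaign, cut at about 35% in these data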;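 further: 0% = DMSO wells and 100% = thioflavine S control wells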
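System: NS3 helicase fragment of HCV / Schedule: 1 h at 25 °C / Control set: DMSO alone as 0% and 110 µM thioflavine S as 100% / Reagent: Cy5/quencher beacon DNA duplex and ATP to start / Technique: Cy5 fluorescence / Replication: singlicate / Evaluation: % inhibition of end-to-start signal ratio versus controls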
NALP1 yeast inh = blocks the NALP1 inflammasome reconstituted in yeast | S. cerevisiae NALP1/ASC/caspase-1 growth, X-gal OD620, 72 h | inhibition, % at 10 µM | hit rate 0.61% among 280,000; in the data active means inhibition mostly above about 24%, no sharp cut-off; inactive means mostly below about 32%; further: some compounds called inactive have numbers as strong as hits
MEKK2mut PB1 HTS = signal of MEK5 binding to mutant human MEKK2 PB1 domain; hit rate 0.35% among 290,000; percent response, % at 10 µM; AID 1530; bead flow cytometry, Alexa488-MEK5 binding to MEKK2 mutant; in the data active means percent response above about 24%, passing the limit was not always enough; further: inactives centre near 1; some results filed as inactive read as strong as hits
M18AAP inhibitor = blocks P. falciparum M18 aspartyl aminopeptidase. recombinant PfM18AAP, H-Glu-NHMec fluorogenic cleavage. inhibition, % at 7.35 µM. hit rate 1.2% among 290,000;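 active means inhibition above the campaign mean inhibition over all tested compounds plus 3 SD, cut at about 28% in these data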;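 further: 0% = plate median of test compound wells and 100% = 2 mM ZnCl2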
MEKK2wt PB1 HTS = raises or lowers MEK5 binding to wildtype human MEKK2 PB1 domain | Q9Y2U5 | bead flow cytometry, Alexa488-MEK5 binding to MEKK2 WT; actives lie on both sides | binding response (% of control), % at 10 µM | hit rate 1.1% among 290,000 | AID 1531; in the data active means binding response below about 67% or above about 130%
DNA FID counter = counter-screen for HCV NS3 helicase inhibitors: DNA intercalator displacement; DNA fluorescent intercalator displacement, fluorescence; inhibition, % at 7.9 µM; hit rate 0.17% among 290,000; AID 1845; in the data active means inhibition above about 37%;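 further: 0% = vehicle and 100% = reference compound; higher means more ethidium bromide displaced from hairpin DNA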
Starred values were filed as active, the others as inactive; nt = no result given. Random draw from the library; any-hit rate near 4.7%.

SMILES	UBC9 SUMO inh	VIM-2 inh	IMP-1 inh	HCV NS3 hel inh	NALP1 yeast inh	MEKK2mut PB1 HTS	M18AAP inhibitor	MEKK2wt PB1 HTS	DNA FID counter
COc1cc(C2C(C#N)=C(N)Oc3n[nH]c(-c4cccs4)c32)cc(OC)c1O (stereo not drawn)	-5	1.5	-3.6	-4	4	4	28*	97	-1
O=C(CCc1ccc(S(=O)(=O)N2CCOCC2)cc1)Nc1cc(Cl)ccc1N1CCOCC1	12	-1.2	-4.2	-16	7	1	-1	100	-17
CCN=c1sc(C(=O)OC)cc(=O)n1CC	12	-0.2	-4.0	-8	0	-2	-1	95	-4
O=C1c2ccccc2C2(c3ccccc3)N1CCN2C(=O)C(Cl)(Cl)Cl (stereo not drawn)	-24	-2.1	-2.2	2	-10	7	3	101	-16
CCn1cc([N+](=O)[O-])c(C(=O)Nc2ccn(Cc3ccccc3)n2)n1	1	12*	-2.9	3	14	-1	3	101	-7
Clc1cccc(-c2nc(-c3ccccn3)no2)c1	-6	-1.3	-2.7	-6	-6	7	8	115	-3
O=C(O)c1ccccc1-c1cn2cc(Cl)ccc2n1	13	-1.7	-1.8	0	9	2	0	101	4
C=CCn1c(Cc2ccccc2)nnc1SCc1nc2ccccc2c(=O)[nH]1	-2	-0.9	-2.7	-1	0	-5	-11	97	-3
COc1ccc(C2=NO[C@@H]3[C@@H]4C[C@@H]([C@H]5C(=O)N(C)C(=O)[C@@H]45)[C@H]23)c(OC)c1	-16	-3.7	-2.0	-7	10	-3	3	94	-4
COC(=O)Nc1ccccc1C(=O)N1CCN(c2ccc(C)cc2)CC1	6	-2.2	-4.6	2	26	0	1	100	-12
O=C(Nc1ccc2ccccc2n1)Nc1ccccc1F	25	-2.6	-1.6	-15	14	12	-1	109	-9
Cc1[nH]ccc2c1[nH]c1cc(=O)ccc12	31	0.4	-3.2	2	9	3	4	92	9
Cc1ccc(SCC(=O)NCC(C)C)cc1	18	-1.9	-1.3	-12	28	7	2	112	-1
O=C(NCCc1ccccc1)c1ccc2nc(-c3ccco3)c(-c3ccco3)nc2c1	88	-4.9	-2.6	23	27	-7	-2	69	-18
Nc1nc2ccccc2n1/N=C/c1ccc(Br)cc1	-6	-2.6	-4.9	-11	-7	8	-5	112	10
CCOC(=O)c1cc(-c2ccc(Cl)cc2)nc2c1c(=O)[nH]c(=O)n2CCOC	30	-2.0	-2.4	8	4	nt	-8	nt	6
O=C(NC(=S)N1CCOCC1)c1ccc(F)cc1	-14	-5.2	-0.7	0	6	2	5	101	-3
CC(=O)N1CCCc2cc(S(=O)(=O)CCC(=O)N3CCN(c4cccc(C)c4)C(C)C3)ccc21 (stereo not drawn)	5	-4.0	-2.9	-1	18	nt	6	nt	-41
COC(=O)c1cn(CC(=O)Nc2ccc(F)cc2)c2ccccc12	17	-1.3	-2.1	-6	-1	-7	-1	97	-3
COc1cccc(N(C(=O)CNC(=O)c2ccco2)C(C(=O)NC2CCCCC2)c2cccnc2)c1 (stereo not drawn)	1	-4.5	-1.8	3	19	0	10	105	-30

2 consecutive compounds already listed:
SMILES	UBC9 SUMO inh	VIM-2 inh	IMP-1 inh	HCV NS3 hel inh	NALP1 yeast inh	MEKK2mut PB1 HTS	M18AAP inhibitor	MEKK2wt PB1 HTS	DNA FID counter
COc1cc(C2C(C#N)=C(N)Oc3n[nH]c(-c4cccs4)c32)cc(OC)c1O (stereo not drawn)	-5	1.5	-3.6	-4	4	4	28*	97	-1
O=C(CCc1ccc(S(=O)(=O)N2CCOCC2)cc1)Nc1cc(Cl)ccc1N1CCOCC1	12	-1.2	-4.2	-16	7	1	-1	100	-17

Later entries:
SMILES	UBC9 SUMO inh	VIM-2 inh	IMP-1 inh	HCV NS3 hel inh	NALP1 yeast inh	MEKK2mut PB1 HTS	M18AAP inhibitor	MEKK2wt PB1 HTS	DNA FID counter
Cc1ccsc1/C=N\Nc1cn[nH]c(=O)c1Cl	16	1.6	-0.2	13	12	-9	-2	90	-1
CC(C)Cn1c(N)cc(=O)n(C)c1=O	3	-1.6	-0.8	-3	7	-2	3	99	-16
Cc1ccnc(NC(=O)CCS(=O)(=O)c2ccccc2)c1	3	0.4	0.9	-7	20	-1	-9	97	-6
CSc1nc2nc(-c3ccccc3)cc(=O)n2[nH]1	6	0.6	-0.6	6	24	8	4	101	4
CCCCc1cn([C@@H](CCCCN)C(=O)N2CCNCC2)nn1	0	-0.9	-2.3	3	-4	8	3	104	6
CN1N=C(C(=O)N2CCCC(Nc3ccc(F)c(F)c3)C2)CCC1=O (stereo not drawn)	3	0.9	-0.9	-4	8	3	7	100	-1
Cn1c(-c2ccc(C=O)s2)nc2ccccc21	56*	-0.6	-3.4	-5	12	11	-1	102	2
COc1cc(C(=O)OCCC(C)C)cc(OC)c1O	7	-1.9	-2.2	-1	-2	7	24	89	-17
O=C(CN1CCOc2ccccc21)N1CCCC1	-16	-3.0	-2.5	6	22	-2	5	102	-2
COc1cc(OC)cc(C(=O)NCCNc2nc3cc(C)cc(C)c3cc2C#N)c1	14	2.4	-1.7	-11	16	2	7	104	-35
Clc1ccc(Cn2ncc3c(NCCN4CCOCC4)ncnc32)cc1	10	-0.4	-0.7	8	23	0	-9	97	7
O=[N+]([O-])c1ccccc1OCC(O)CNC1CCCC1 (stereo not drawn)	8	-4.4	-3.1	4	nt	-16	2	89	3
Cc1cc2cc(C(c3nnnn3CC3CCCO3)N3CCCc4ccccc43)c(=O)[nH]c2cc1C (stereo not drawn)	7	-0.7	-3.2	8	-13	1	12	94	6
CN(Cc1ccccc1)C(=O)C1CCC(CNS(=O)(=O)c2cccc3cccnc23)CC1 (stereo not drawn)	0	-0.9	-2.2	-21	19	26	3	119	-52
CC(=O)Nc1cccc(NC(=O)C2CCCN2C(=O)Nc2ccccc2C)c1 (stereo not drawn)	-3	-0.7	-2.6	-6	18	2	1	100	2
COc1ccc(C(=O)Nc2cc(-c3nn4c(C)nnc4s3)ccc2C)cc1	-1	0.3	-3.0	4	-16	1	3	99	-28
O=C(NCc1ccco1)c1cccn2c(=O)c3cc4ccccc4cc3nc12	78*	3.5	-3.1	-29	12	nt	20	nt	31
C=CCOC(=O)Nc1ccc(Cl)cc1NC(=O)OCC=C	-5	-3.8	-4.7	2	-17	-1	3	94	0
COc1ccc(N2C(=O)CC(N(CCc3ccc(OC)c(OC)c3)C(=S)Nc3ccccc3)C2=O)cc1 (stereo not drawn)	-22	0.3	-2.1	-20	-1	4	13	107	-23
O=C(COC(=O)Cn1cnc2ccccc21)NCc1ccc(F)cc1	4	-3.5	-1.7	-4	16	0	-13	97	4

In the list so far, 3 have a thiophene ring, fused or not.
SMILES	UBC9 SUMO inh	VIM-2 inh	IMP-1 inh	HCV NS3 hel inh	NALP1 yeast inh	MEKK2mut PB1 HTS	M18AAP inhibitor	MEKK2wt PB1 HTS	DNA FID counter
COc1cc(C2C(C#N)=C(N)Oc3n[nH]c(-c4cccs4)c32)cc(OC)c1O (stereo not drawn)	-5	1.5	-3.6	-4	4	4	28*	97	-1
Cc1ccsc1/C=N\Nc1cn[nH]c(=O)c1Cl	16	1.6	-0.2	13	12	-9	-2	90	-1
Cn1c(-c2ccc(C=O)s2)nc2ccccc21	56*	-0.6	-3.4	-5	12	11	-1	102	2

Next part
SMILES	UBC9 SUMO inh	VIM-2 inh	IMP-1 inh	HCV NS3 hel inh	NALP1 yeast inh	MEKK2mut PB1 HTS	M18AAP inhibitor	MEKK2wt PB1 HTS	DNA FID counter
CCN(CC)C(=O)CSc1nc2cc3c(cc2c(=O)n1Cc1ccc2c(c1)OCO2)OCO3	-1	1.1	-1.5	-1	1	0	-4	96	-2
CN(C)c1ccc(N/C=C/C(=O)C(F)(F)F)cc1	-143	-6.6	-3.7	48*	2	-2	29*	96	0
CCOc1ccc(S(=O)(=O)NCc2cccs2)cc1	15	-2.8	-3.7	6	18	-4	7	91	-3
Cc1c(C2OC(=O)C3(CCCCC3)C(=O)C2(C)C)c(=O)n(-c2ccccc2)n1C (stereo not drawn)	0	0.3	1.1	1	-19	-4	2	95	-20
O=C(NCCN1CCNC1=O)C1CCC(=O)N(Cc2ccccc2F)C1 (stereo not drawn)	2	-0.5	-2.8	1	-2	2	2	100	-5
O=C(Nc1ccc2c(c1)OCO2)c1cnn2c(C(F)(F)F)cc(-c3ccco3)nc12	-9	1.4	-1.2	-1	-19	-7	-4	91	2
O=C(O)c1ccc(N/N=C/C2=C(N3CCOCC3)C(=C\c3ccccc3)/CC2)cc1	18	-1.4	-2.6	27	-5	-4	17	92	-28
CN1c2ccccc2C(C)(C)[C@]12C=Cc1cc(O)ccc1O2	-7	-2.8	-1.3	-1	19	1	48*	92	-2
CCOC(=O)CC1C(=O)NCCN1S(=O)(=O)c1cc(Cl)c(Cl)cc1Cl (stereo not drawn)	8	0.4	-1.4	6	-20	-1	-13	97	-20
Nn1c(-c2cccs2)nc2sc3c(c2c1=O)CCCC3	12	-0.8	0.4	-1	8	4	3	97	-3
CC1CCCN(c2ccc(C(=O)NCCc3ccccc3)cn2)C1 (stereo not drawn)	2	-3.4	-2.7	-2	22	1	1	97	-8
COc1cc(Cl)c(S(=O)(=O)NCc2cccnc2)cc1Cl	0	-1.1	-0.4	-3	26	1	4	98	-4
CCOc1cccc(C2C(C(=O)c3ccc(C)o3)=C(O)C(=O)N2c2nccs2)c1 (stereo not drawn)	11	3.2	0.5	25	-13	8	4	106	-17
O=C(C1=NNCC1c1ccccc1)C1OC1c1ccccc1 (stereo not drawn)	-4	-0.6	-2.8	7	21	-2	21	88	-7
O=C(Cc1ccc(-c2ccccc2)cc1)N1CCOCC1	15	0.1	-3.9	5	14	6	-12	114	-9
O=C(CCN1C(=O)/C(=C\C=C\c2ccccc2)SC1=S)Nc1cccc(C(=O)O)c1	37	-1.2	4.3	-9	4	2	2	92	3
COc1ccc(NC(=O)N2CC(C)OC(C)C2)cc1OC (stereo not drawn)	-3	-1.5	-2.9	3	-4	1	0	98	-3
C/C(CCN1CCCCc2nc(C)c(C)cc21)=N\O[C@@H](C)CN1CCCCc2nc(C)c(C)cc21	4	-2.1	-2.6	-20	26	-1	2	99	3
c1ccc(CN2C3=NCCN3c3ccccc32)cc1	17	-1.8	-0.7	10	20	-3	-6	95	-3
O=C(CN1C(=O)CSC1=O)Nc1ccc2c(c1)OCCO2	45	-4.0	-2.5	3	25	-1	4	100	-2
CN(C)S(=O)(=O)c1cccc(NC(=O)CCc2c[nH]c3ccccc23)c1	2	1.0	-1.4	1	-5	-5	2	98	-3
CS(=O)(=O)N1CCN(c2ccc(C(=O)NC3C4CC5CC(C4)CC3C5)cc2[N+](=O)[O-])CC1 (stereo not drawn)	11	-2.2	1.2	-5	28	5	2	97	-31
Cc1onc(-c2c(F)cccc2Cl)c1C(=O)NC(=S)NCc1cccnc1	-7	-3.2	-1.0	-9	9	-1	0	99	-15
CCCCC[n+]1ccn(C2=C([O-])c3ccccc3C(=O)/C2=N\S(=O)(=O)c2ccc(Br)cc2)c1	29	-1.2	-4.1	3	11	-5	0	96	-7
COC(=O)c1cn(NC(=O)c2cc(OC)cc(OC)c2)c(=O)c2ccccc12	-5	-1.9	-3.9	-3	7	1	6	103	-7
COc1cc2c(cc1OC)C(C)N(C(=O)Cn1ncc3c1-c1ccccc1OC3)CC2 (stereo not drawn)	-1	-0.7	-1.3	-3	25	2	-3	106	-29
